OXTR potentiate – human OXTR potentiators, primary screen, fluorescence, CHO-OTR cells, Fluo-8 calcium | Oxytocin receptor (Homo sapiens), P30559 | Fluo-8 calcium fluorescence, potentiator mode; 0% = oxytocin EC15, 100% = EC100 | activation, % at 3 µM | 0.061% of 320,000 active | AID 2445, 2010;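 active means activation above that plate's cutoff, the mean activation of tested compounds plus 3 SD, cut at about 6.6% in these data, passing the limit was not always enough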;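 further: 100% uses oxytocin at 75 nM as the full agonist control; some results filed as inactive read as strong as hits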
Target sequence (P30559 whole entry, looked up): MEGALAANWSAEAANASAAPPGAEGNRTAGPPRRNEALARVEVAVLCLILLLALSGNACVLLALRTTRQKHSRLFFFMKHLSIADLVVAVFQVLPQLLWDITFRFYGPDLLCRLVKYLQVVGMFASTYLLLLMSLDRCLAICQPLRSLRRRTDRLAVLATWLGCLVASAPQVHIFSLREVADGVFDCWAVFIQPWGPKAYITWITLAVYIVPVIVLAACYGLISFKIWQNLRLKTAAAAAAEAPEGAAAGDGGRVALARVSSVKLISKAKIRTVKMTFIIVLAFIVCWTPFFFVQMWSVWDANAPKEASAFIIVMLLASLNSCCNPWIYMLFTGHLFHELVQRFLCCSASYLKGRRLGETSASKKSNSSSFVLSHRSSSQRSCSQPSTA
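Assay system: CHO-OTR cells, human receptor / Also added: oxytocin at about EC15, sub-maximal agonist stimulus / Dosing: single dose, 3.0 µM nominal final compound concentration / Incubation: 6 min pre-incubation, 100 s read / Technique: Fluo-8 calcium dye fluorescence / Read-out: % activation vs EC15 and EC100 oxytocin / Benchmarks: EC15 oxytocin low, 75 nM oxytocin high / Replicates: singlicate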
CHRM1 agonist – human M1 muscarinic receptor agonists, primary screen, Fluo-8 calcium fluorescence, CHO-K1 cells, HTS | Muscarinic acetylcholine receptor M1 (Homo sapiens), P11229 | CHO-K1 hM1, agonist mode; 0% DMSO, 100% acetylcholine EC100 | activation, % at 3 µM | 0.33% of 360,000 active;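 active means activation above the run's mean compound activation plus 3 SD, cut at about 16% in these data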;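 further: peak over basal fluorescence ratio within a 140 s kinetic read after compound addition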
M1 ag parental – counter-screen for M1 agonists: effect in parental CHO-K1 cells; 0.48% of 360,000 active; Fluo-8 calcium fluorescence; scaled to maximal ATP response, vehicle zero; activation, % at 3 µM; in the data active means activation above about 15%;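 further: untransfected CHO-K1 host cells lacking M1 receptor as counterscreen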
M1 PAM parental – nonselective calcium activators in parental CHO-K1 cells, primary screen, counter-screen for M1 PAM project, cell-based, Fluo-8 calcium fluorescence, full deck, 1536-well. ATP EC20; 0% at ATP EC20, 100% at ATP max. activation, % at 3 µM. 0.02% of 360,000 active. AID 602247, 2012;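 active means activation above the run cutoff, the mean activation of all test compounds plus 3 SD, cut at about 40% in these data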;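 further: peak over basal fluorescence ratio in a 140 s read after ATP addition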
TAAR1 agonist – human TAAR1 agonists, primary screen, Fluo-8 calcium fluorescence, CHO RD-HGA16 cells; 0.99% of 360,000 active; activation, % at 3 µM; vehicle wells 0%, saturating PEA agonist 100%; Trace amine-associated receptor 1 (Homo sapiens), Q96RJ0;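 active means activation above the mean activation of all test compounds in the run plus 3 SD, cut at about 38% in these data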
Target sequence (Q96RJ0 whole entry, looked up): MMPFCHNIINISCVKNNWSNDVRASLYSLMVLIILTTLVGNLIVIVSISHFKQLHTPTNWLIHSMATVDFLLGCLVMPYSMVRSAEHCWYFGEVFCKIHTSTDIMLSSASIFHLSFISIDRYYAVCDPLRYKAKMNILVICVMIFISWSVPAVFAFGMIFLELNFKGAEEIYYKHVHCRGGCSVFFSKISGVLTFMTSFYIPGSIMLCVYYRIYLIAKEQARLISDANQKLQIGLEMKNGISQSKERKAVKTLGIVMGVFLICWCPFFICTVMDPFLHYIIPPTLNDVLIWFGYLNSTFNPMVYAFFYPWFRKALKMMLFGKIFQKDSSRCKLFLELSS
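Repeats: no replicates (n 1) | Material: CHO-derived RD-HGA16 cells with stable Gα16 and human TAAR1 | Technique: Kinetic Fluo-8 calcium fluorescence | Schedule: 17-24 h seeding, 75 min 37 °C dye, 30 min RT | Evaluation: % activation from peak over basal fluorescence ratio, DMSO-to-PEA scaled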
CHRM1 antagonist – human M1 muscarinic receptor antagonists, primary screen, CHO-K1 cells, Fluo-8 calcium fluorescence, 1536-well | Muscarinic acetylcholine receptor M1 (Homo sapiens), P11229 | CHO-K1 hM1, ACh EC80 antagonist | inhibition, % at 3 µM | 1.3% of 360,000 active;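 active means percent inhibition above its own plate's cutoff, namely the mean of that plate's compound wells plus 3 SD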;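 further: peak over basal fluorescence ratio during 140 s after agonist addition; 0% = ACh EC80 plus DMSO and 100% = DMSO alone without agonist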
TAAR1 antag – human TAAR1 antagonists, primary screen, Fluo-8 calcium fluorescence, CHO RD-HGA16 cells; Trace amine-associated receptor 1 (Homo sapiens), Q96RJ0; antagonist; inhibition, % at 3 µM; 1.5% of 360,000 active;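 active means inhibition above a per-plate cutoff, the mean inhibition of test compounds on that plate plus 3 SD, cut at about 49% in these data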;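 further: 0% = DMSO plus EC80 beta-PEA response and 100% = DMSO alone without agonist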
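System: CHO RD-HGA16 cells bearing hTAAR1. Reagent: EC80 β-phenethylamine stimulus. Schedule: seeding 17-24 h prior, 75-min 37 °C, 30-min RT dye loading. Signal: Fluo-8 intracellular calcium dye fluorescence, real-time kinetic reads. Read-out: % inhibition from peak post-agonist over basal fluorescence ratio. Benchmarks: vehicle wells and EC80 agonist wells. Replicates: n of 1.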
CHO parental Ca – ATP-evoked calcium signal inhibitors, parental CHO, primary screen, counter-screen for OX1R antagonist project, cell-based, fluorescence, Fluo-8 calcium dye; parental CHO-K1, ATP-induced calcium, Fluo-8 fluorescence; inhibition, % at 5.6 µM; 0.63% of 330,000 active; AID 463079, 2010;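 active means inhibition above that plate's mean sample inhibition plus 3 SD, cut at about 26% in these data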;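 further: 0% = ATP-challenged DMSO wells and 100% = DMSO wells without ATP; some compounds past the cut are filed as inactive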
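material = parental CHO cells | also added = ATP as calcium-mobilizing challenge | dosing = single point at 5.6 µM | detection = intracellular calcium via Fluo-8 no-wash fluorescent dye | read-out = % inhibition | benchmarks = low control ATP plus DMSO, high control DMSO only | repeats = one well per compound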
CHO-K1 Ca antag – counter-screen for M1 antagonists: effect in parental CHO-K1 cells. ATP-induced calcium, Fluo-8 fluorescence. 0.6% of 360,000 active. inhibition, % at 3 µM. AID 602250;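 active means inhibition above a per-plate cutoff, the plate's mean sample inhibition plus 3 SD, cut at about 24% in these data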;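 further: 0% = DMSO plus EC80 ATP and 100% = DMSO alone without ATP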
* marks the source's active call; other numbers are inactive results; · = not tested or not shown; & = joins results of further samples.

(1) CC(C)(C)c1cc[n+](/C(C(=S)NC2CC2)=C(/[O-])c2ccc(Cl)s2)cc1
(2) Cc1cccc(N2CCN(C(=O)c3cc(S(=O)(=O)N(C)C)ccc3N3CCCC3)CC2)c1C
(3) CN(C)/C(CN1CCN(C=O)CC1)=C1\N=C(c2ccccc2)OC1=O
(4) Cc1cccc(C)c1NC(=O)NC1(C(=O)NCCCN2CCOCC2)CCCCC1
(5) CCCC(c1nnnn1C(C)(C)CC)N(Cc1ccco1)Cc1cc2ccc(OC)cc2[nH]c1=O (stereo not drawn)
(6) CN(Cc1ccccc1)C(=O)c1cccc(NC(=O)Cc2ccc(NC(=O)C3CCN(C(=O)CCc4ccccc4)CC3)cc2)c1
(7) Cc1cccc(C(=O)NC(NCc2ccco2)C(Cl)(Cl)Cl)c1 (stereo not drawn)
(8) CCCC(C(=O)NCc1ccco1)N(C(=O)CNS(=O)(=O)c1ccccc1)c1ccccc1OC (stereo not drawn)
assay / compound	1	2	3	4	5	6	7	8
OXTR potentiate	-8	-25	-13	-9	·	·	-7	-16
CHRM1 agonist	-2	-6	-2	-4	-4	-8	-1	-5
M1 ag parental	0.1	0.1	9.7	0.1	0.1	1.2	2.3	-0.4
M1 PAM parental	8	-5	8	-6	5	9	25	6
TAAR1 agonist	13	2	6	3	4	5	-4	7
CHRM1 antagonist	14	14	8	19	-1	22	3	-17
TAAR1 antag	0	-6	10	4	-9	35	9	12
CHO parental Ca	-17	-14	-14	-10	·	·	-17	-18
CHO-K1 Ca antag	2	5	-6	4	-11	2	-9	-6

(9) O=C(CSc1nnc(CNC(=O)c2ccco2)o1)c1ccccc1
(10) O=C(Nc1ccc(Cl)cc1)N1CCCN(c2ccc(C(F)(F)F)cc2[N+](=O)[O-])CC1
(11) CCC(c1ccc(O)c(O)c1)C(CC)c1ccc(O)c(O)c1 (stereo not drawn)
(12) COc1cc(C2C(C#N)=C(N)Oc3cc(C)oc(=O)c32)ccc1OC(=O)N1CCOCC1 (stereo not drawn)
(13) O=C(c1ccccc1)c1cccn1CC(=O)N1CCc2ccccc2C1
(14) NC(=O)N/N=C/c1cn(CC(=O)Nc2ccc(F)cc2)c2ccccc12
(15) CCC(=O)Nc1cccc(C2=NOC3(C2)C[C@H](C(N)=O)N(C(=O)c2ccc(Cl)cc2)C3)c1 (stereo partly drawn)
(16) CCN(Cc1cnn(C)c1)C(=O)c1ccc2nc(Cc3cccc(Cl)c3)oc2c1
assay / compound	9	10	11	12	13	14	15	16
OXTR potentiate	-23	-15	·	-1	-18	-15	0	2
CHRM1 agonist	-2	-1	9	0	-2	-3	-4	-1
M1 ag parental	1.0	2.9	0.7	-0.1	0.1	0.2	0.2	0.0
M1 PAM parental	22	-24	11	-7	-9	11	-13	4
TAAR1 agonist	4	3	·	10	13	5	1	0
CHRM1 antagonist	-25	10	-2	5	-9	4	1	-12
TAAR1 antag	7	14	·	6	8	1	-11	-14
CHO parental Ca	9	35	·	-9	-29	-2	-7	-15
CHO-K1 Ca antag	-11	12	-5	7	-13	-2	1	6

(17) COc1cc(C(=O)Nc2ccc(Cl)c(C(F)(F)F)c2)cc(OC)c1OC
(18) COc1cccc(CNC(=O)CCN2C(=O)[C@@H]3Cc4ccccc4CN3C2=O)c1
(19) O=C(COC(=O)/C=C/c1cccc([N+](=O)[O-])c1)Nc1ccc(Cl)cn1
(20) O=C(CCS(=O)(=O)c1ccccc1)NC1CCCCC1
(21) CCOc1ccc(-c2n[nH]c(C(=O)NN)c2C)cc1
(22) Cc1cc(F)ccc1S(=O)(=O)Nc1ccccc1C(=O)Nc1ccccc1N1CCOCC1
(23) CC(C)c1nc2ccccc2n1CCC(=O)O
(24) Cc1nc(OCC(=O)c2ccc(Cl)cc2)c(C#N)c2c1COC(C)(C)C2
assay / compound	17	18	19	20	21	22	23	24
OXTR potentiate	-5	-10	-5	2	-5	-17	2	-17
CHRM1 agonist	-9	-2	-3	-1	-1	4	-3	-4
M1 ag parental	7.5	0.9	0.0	0.5	1.5	4.7	-0.3	0.4
M1 PAM parental	13	15	8	-8	24	-5	29	9
TAAR1 agonist	4	4	0	2	4	7	-2	5
CHRM1 antagonist	10	-4	-12	-17	-7	-3	-5	8
TAAR1 antag	14	-8	0	-21	-8	-4	16	12
CHO parental Ca	-25	-24	-3	-7	-16	-5	2	-21
CHO-K1 Ca antag	9	-19	-8	-8	-5	0	-14	7

(25) COC(=O)C1=C(C)N(c2ccc(C)cc2)/C(=C/c2cccs2)C1=O
(26) O=C(NCCC1=CCCCC1)C1CCC(CNc2nc(=S)[nH]c3ccccc23)CC1 (stereo not drawn)
(27) COc1ccc(OC)c(-n2c(=O)c3ccccc3c3ccccc3c2=O)c1
(28) Cc1nn(-c2ccccc2)c(/N=C/c2ccc(O)cc2)c1-c1ccccc1
(29) Cc1sc2nc(C(C)Sc3n[nH]c(N)n3)[nH]c(=O)c2c1C (stereo not drawn)
(30) CN(C)c1ccc(N=Nc2ccccc2C(=O)OCC(=O)Nc2ccccc2C(F)(F)F)cc1
(31) Cc1ccnc(NS(=O)(=O)c2ccc(NC(=O)C3C4C=CC(C4)C3C(=O)O)cc2)n1 (stereo not drawn)
(32) Cc1[nH]c2ccccc2c1/C=N/NC(=O)c1cccc(S(=O)(=O)Nc2cccc(C(F)(F)F)c2)c1
assay / compound	25	26	27	28	29	30	31	32
OXTR potentiate	-11	-4	-7	-10	-8	·	-5	-13
CHRM1 agonist	-3	-7	-6	-6	·	-8	-2	-5
M1 ag parental	-0.1	0.2	0.6	-0.1	·	0.2	-0.5	0.0
M1 PAM parental	-3	21	12	6	·	4	-4	25
TAAR1 agonist	11	4	4	-1	-1	2	2	4
CHRM1 antagonist	3	-12	6	6	·	-2	-2	6
TAAR1 antag	-1	0	2	-3	-44	27	-3	8
CHO parental Ca	-26	-27	-23	2	-16	·	16	-9
CHO-K1 Ca antag	14	-18	-7	8	·	8	-3	-15

(33) CC(Oc1ccc(Cl)cc1)C(=O)N1CCCc2ccccc21 (stereo not drawn)
(34) O=C(c1ccccc1Cl)c1c(O)c2ccccc2oc1=O
(35) CCOC(=O)c1cc(-c2ccccc2)sc1NC(=S)Nc1cc(C)ccn1
(36) O=C(COC(=O)c1cccnc1Nc1cccc(C(F)(F)F)c1)NC1CCS(=O)(=O)C1 (stereo not drawn)
(37) OC(c1ccccc1)(c1nc(-c2ccc3c(c2)OCO3)cs1)C(F)(F)F (stereo not drawn)
(38) COCCn1c(=O)[nH]c2cc(C(=O)NCCN3CCN(c4cccc(Cl)c4)CC3)ccc2c1=O
(39) COc1ccccc1/C=N/NC(=O)c1csc(C)c1C
(40) COc1ccc(Cc2nnc(SCC(=O)c3ccc4c(c3)OCO4)o2)cc1
assay / compound	33	34	35	36	37	38	39	40
OXTR potentiate	-7	-2	-22	1	·	-11	-2	-1
CHRM1 agonist	2	-2	-3	-6	7	-4	-4	-3
M1 ag parental	-0.2	0.2	1.0	1.7	-0.1	2.0	1.2	0.4
M1 PAM parental	5	14	24	0	-13	19	20	-30
TAAR1 agonist	-1	-1	-2	12	3	5	-1	-1
CHRM1 antagonist	-21	-5	-2	0	-3	3	7	-2
TAAR1 antag	-7	-11	4	-12	28	7	7	-11
CHO parental Ca	-20	-8	7	-3	·	-26	-15	0
CHO-K1 Ca antag	6	-9	-9	-6	16	-12	-7	9

Single records, from the list above. Screens in order: OXTR potentiate, CHRM1 agonist, M1 ag parental, M1 PAM parental, TAAR1 agonist, CHRM1 antagonist, TAAR1 antag, CHO parental Ca, CHO-K1 Ca antag
Shown for Cc1ccnc(NS(=O)(=O)c2ccc(NC(=O)C3C4C=CC(C4)C3C(=O)O)cc2)n1 (stereo not drawn) → -5, -2, -0.5, -4, 2, -2, -3, 16, -3
Shown for CCC(c1ccc(O)c(O)c1)C(CC)c1ccc(O)c(O)c1 (stereo not drawn) → ·, 9, 0.7, 11, ·, -2, ·, ·, -5
Shown for Cc1sc2nc(C(C)Sc3n[nH]c(N)n3)[nH]c(=O)c2c1C (stereo not drawn) → -8, ·, ·, ·, -1, ·, -44, -16, ·

Additional results follow.
(41) COc1ccc(CN2CCN(c3ccccn3)CC2)c(OC)c1C
(42) O=C(CCn1c(=O)[nH]c2ccccc2c1=O)N1CC=C(c2ccccc2)CC1
(43) CC(=O)Nc1cccc(Nc2nc(-c3ccccc3F)nc3ccccc23)c1
(44) Cc1ccc2cc(CCNS(=O)(=O)c3ccc(Br)cc3)c(=O)[nH]c2c1C
assay / compound	41	42	43	44
OXTR potentiate	-1&3	-14	-12	-11
CHRM1 agonist	-8&-6	-3	-2	-3
M1 ag parental	0.4&8.6	0.9	5.2	8.3
M1 PAM parental	-10&5	5	14	-1
TAAR1 agonist	11&2	3	11	-1
CHRM1 antagonist	19&9	6	8	6
TAAR1 antag	0&-16	-10	22	20
CHO parental Ca	-14&-11	-23	-8	-10
CHO-K1 Ca antag	5&-5	-13	6	9

Compound activity as filed in PubChem.
